# rCAG RNA binder – r(CAG) repeat RNA binding; TO-PRO-1 dye displacement fluorescence; inhibition, % at 3 µM; 370,000 compounds, 1.3% hits; AID 651821;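 active means inhibition above the plate cutoff, the mean of all test compounds on that plate plus 3 SD, cut at about 35% in these data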;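 further: 0% = DMSO alone and 100% = 100 µM mitoxantrone as full dye displacement; higher means more dye released from RNA so lower well fluorescence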
# TCR CD3 inh – blocks the human TCR-CD3 interaction | TAMRA-labeled TCR probe fluorescence, biochemical | inhibition, % at 9.4 µM | 360,000 compounds, 0.37% hits | AID 651800; in the data active means inhibition above about 19%;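 further: recombinant mutant TCR 2C K166C tagged with TAMRA read by polarization; 0% = receptor in buffer alone and 100% = receptor with positive control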
# LEDGF integ inh – blocks HIV-1 LEDGF/p75-dependent DNA integration; inhibition, % at 3.7 µM; TR-FRET IN-LEDGF/p75 DNA integration, Eu/Cy5; 370,000 compounds, 0.64% hits;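 active means inhibition above the screen-wide mean plus 3 SD, cut at about 13% in these data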;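 further: signal is the Cy5 over europium emission ratio at 671 and 618 nm; 0% = plate median of compound wells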
# PG9 Ab binder – binds the HIV-1 gp120 antibody PG9 | inhibition, % at 6.7 µM | TR-FRET gp120-PG9 antibody binding | 360,000 compounds, 0.43% hits; in the data active means inhibition above about 8.5%
# ABHD4 inh – inhibits mouse alpha/beta hydrolase domain 4; 370,000 compounds, 0.54% hits; purified mABHD4, FP-Rh probe fluorescence polarization; Q8VD66; inhibition, % at 8.92 µM;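 active means inhibition exceeding the mean over every tested compound plus 3 SD, cut at about 30% in these data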;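 further: 0% = plate median of compound wells and 100% = S159A mutant with DMSO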
#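 assay system = mABHD4 protein | compound dosing = single nominal dose of 8.92 µM, 0.89% DMSO final | read-out basis = percent inhibition of probe binding, normalized to plate controls | schedule = Enzyme–compound pre-incubation 45 min, then probe 60 min, both 25 °C | detection = fluorescence polarization, excitation 525 nm, emission 598 nm, BODIPY TMR filters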
# PRMT1 inh – blocks human protein arginine methyltransferase 1. inhibition, % at 2.79 µM. Q99873. recombinant PRMT1, activity-based probe fluorescence polarization. 370,000 compounds, 1.3% hits;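 active means inhibition above about 21% made by adding two undisclosed values, limit read from the data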
# HTRA1 inhibitor – inhibitors of human serine peptidase HTRA1 | Q92743 | recombinant HTRA1, FP-rhodamine activity-based probe, fluorescence polarization | inhibition, % at 5.96 µM | 340,000 compounds, 0.5% hits | AID 504803; in the data active means inhibition above about 36%;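 further: 0% = enzyme with DMSO and 100% = wells lacking enzyme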
# Target sequence (Q92743 whole entry, looked up): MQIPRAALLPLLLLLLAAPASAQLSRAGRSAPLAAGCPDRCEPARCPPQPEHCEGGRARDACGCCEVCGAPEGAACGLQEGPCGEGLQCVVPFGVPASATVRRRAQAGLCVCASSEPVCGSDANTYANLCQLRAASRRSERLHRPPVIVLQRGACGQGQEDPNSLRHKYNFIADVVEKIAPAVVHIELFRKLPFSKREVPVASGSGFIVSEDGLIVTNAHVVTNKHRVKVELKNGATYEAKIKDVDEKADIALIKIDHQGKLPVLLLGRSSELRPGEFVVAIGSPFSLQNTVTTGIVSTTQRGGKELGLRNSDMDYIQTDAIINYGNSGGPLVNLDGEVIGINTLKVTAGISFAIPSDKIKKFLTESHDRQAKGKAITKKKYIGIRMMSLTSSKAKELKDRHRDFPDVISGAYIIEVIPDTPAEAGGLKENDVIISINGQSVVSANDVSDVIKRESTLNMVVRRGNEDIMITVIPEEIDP
# Rev-erbA mod – modulates human Rev-erb alpha binding to DNA | P20393 | Rev-erbα–FITC-DNA binding, fluorescence polarization, 90 min | activity, % at 10 µM | 370,000 compounds, 0.79% hits;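 active means activity above about 14%, limit read from the data; passing the limit was not always enough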;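 further: 0% = DMSO wells with 35 nM protein and 100% = DMSO wells with 750 nM protein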
# MBD2 DNA inh – inhibitors of human MBD2 binding to methylated oligonucleotide | TR-FRET | Q9UBB5 | inhibition, % at 4.4 µM | 370,000 compounds, 0.31% hits; in the data active means inhibition above about 13%
# Target sequence (Q9UBB5 whole entry, looked up): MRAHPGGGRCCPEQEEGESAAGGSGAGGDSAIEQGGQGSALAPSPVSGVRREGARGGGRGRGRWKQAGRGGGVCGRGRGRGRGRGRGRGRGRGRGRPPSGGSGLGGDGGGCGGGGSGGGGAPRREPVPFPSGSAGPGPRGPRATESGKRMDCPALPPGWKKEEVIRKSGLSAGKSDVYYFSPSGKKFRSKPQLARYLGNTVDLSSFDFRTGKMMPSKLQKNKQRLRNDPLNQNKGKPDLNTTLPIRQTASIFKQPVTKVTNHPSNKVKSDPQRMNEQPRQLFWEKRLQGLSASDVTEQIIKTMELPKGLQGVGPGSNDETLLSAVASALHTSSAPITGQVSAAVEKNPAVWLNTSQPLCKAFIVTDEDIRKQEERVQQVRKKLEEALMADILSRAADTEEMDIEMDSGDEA
# UHRF1 MBD2 ctr – UHRF1 methyl-DNA binding inhibition; AID 687016; Q96T88; UHRF1 binding to methylated oligo, TR-FRET; 370,000 compounds, 0.75% hits; inhibition, % at 4.4 µM; in the data active means inhibition above about 21%;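 further: UHRF1 SRA domain binding a hemimethylated CpG hairpin DNA probe; 0% = median of test compound wells and 100% = reference inhibitor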
# Numbers without * were called inactive; . = not tested or not shown. A portion of the library (hit frequency here may not be typical).
Molecule	rCAG RNA binder	TCR CD3 inh	LEDGF integ inh	PG9 Ab binder	ABHD4 inh	PRMT1 inh	HTRA1 inhibitor	Rev-erbA mod	MBD2 DNA inh	UHRF1 MBD2 ctr
O=C1OC(c2ccccc2)(c2ccccc2)c2ccccc21	5.3	3.1	-3.3	1.4	-10.5	-0.6	-36.3	0.2	5.4	-0.5
COc1ccc(OCC(=O)N2CCN(C(=O)c3ccc([N+](=O)[O-])cc3)CC2)cc1	-1.4	-2.0	2.4	-0.7	-6.1	-0.3	5.0	0.6	5.5	1.9
CCn1nc(C(=O)OCC(=O)N2c3ccccc3CC2C)c2ccccc2c1=O (stereo unspecified)	-4.4	6.9	2.0	1.6	-6.0	-0.3	-9.8	-3.0	5.1	-0.6
CC(=O)c1cccc(NC(=S)N2CCCC2)c1	-1.3	-5.3	-0.9	-0.5	-0.4	2.3	-1.0	0.4	4.3	0.1
CCOC(=O)c1ccc(NS(=O)(=O)c2cc(-c3nnnn3CC)ccc2OC)cc1	11.4	5.0	3.0	0.9	1.1	-3.8	-0.7	-2.6	-3.2	-1.6
Cc1nnc(SCCCOc2ccccc2)nc1C	-2.2	2.5	1.0	-0.4	-3.2	-0.6	-3.4	-4.5	-3.7	-1.7
O=C(CCC(=O)c1cccs1)NCc1cccnc1	6.9	-1.1	9.7	0.2	-6.0	-3.5	4.8	8.5	3.0	2.1
COc1cccc(C(=O)NNC(=O)C(=O)Nc2cccc(Cl)c2C)c1	4.9	3.0	0.4	1.1	-2.9	-3.0	-1.4	0.6	3.5	-3.6
Cc1ccc(OCC(O)Cn2c3ccccc3c3ccccc32)cc1 (stereo unspecified)	1.2	-1.4	-0.7	-0.6	-32.4	2.0	-50.9	-2.2	-3.5	1.4
O=C(Nc1ccc(Cl)cc1)N1CCN(C(=O)C2CCCO2)CC1 (stereo unspecified)	-2.6	13.5	3.8	-3.9	1.4	-0.1	-3.7	-2.0	-3.1	-0.2
O=C(Nc1nnc(SCC(=O)N2CCOCC2)s1)c1ccccc1Cl	-0.9	7.8	0.4	-0.7	0.6	-2.9	2.2	.	3.5	-2.3
Cc1csc(=O)n1CCC(=O)NCc1ccc(F)cc1	-1.7	-7.3	-10.2	0.5	0.6	0.3	2.0	-5.3	2.3	1.4
O=C1CC(N2CCN(S(=O)(=O)c3cccc(C(F)(F)F)c3)CC2)C(=O)N1Cc1ccccc1 (stereo unspecified)	0.7	-1.5	0.5	1.3	-3.8	1.6	-4.8	-0.7	-1.9	-1.9
COc1ccc2c(c1OC)C(=O)O[C@@H]2[C@H]1c2c(cc3c(c2OC)OCO3)CCN1C	-5.8	1.8	2.5	-1.5	-2.4	-0.7	0.2	-6.2	2.8	7.5
NC(=O)CCS(=O)(=O)c1ccc(Cl)cc1	-2.3	-2.6	-2.3	-1.7	5.4	-0.5	2.6	-0.7	2.4	18.5
COc1ccccc1-n1c(CNC(=O)c2ccco2)nnc1SCC(=O)Nc1nccs1	1.3	3.6	2.6	0.0	3.3	-3.9	5.0	-4.7	-1.9	-1.1
CCOC(=O)N1CCC(N2Cc3cccc(C(=O)Nc4ccc(F)cc4)c3C2=O)CC1	-0.6	-0.2	-2.3	-0.1	1.5	3.8	-5.7	-0.4	0.4	0.2
NC(c1csc(Nc2cc(NCCCO)ncn2)n1)c1ccccc1Cl (stereo unspecified)	7.3	-0.8	-0.9	-0.8	5.3	2.7	.	-3.6	-2.4	-1.1
CC1S/C(=C(\C#N)C(=O)NCc2ccco2)N(c2ccc(F)cc2)C1=O (stereo unspecified)	17.4	-2.1	1.9	-1.6	-5.6	19.2	4.0	4.2	0.2	2.5
O=C(Nc1nccs1)C1CCCN1S(=O)(=O)c1ccc(Cl)cc1 (stereo unspecified)	-3.7	2.4	-1.2	-1.7	3.4	0.4	2.6	-3.2	3.0	25.4*
CCCN(CC#CC(O)(c1ccccc1)c1cccnc1)CCC (stereo unspecified)	-9.0	4.1	3.5	0.9	1.8	-2.8	-2.0	0.7	0.5	1.0
O=C(CCCn1c(SCC(=O)c2ccccc2)nc2ccccc2c1=O)NCC1CCCO1 (stereo unspecified)	-4.8	3.5	1.2	-0.1	-4.2	-2.5	-5.3	2.4	-0.1	-0.2
N#C/C(=C\c1ccco1)c1nc2ccccc2s1	5.1	-8.6	0.8	-2.9	-16.0	14.1	-12.0	-1.0	0.7	-3.0
CCCCS(=O)(=O)N1CCN(S(=O)(=O)c2ccc(Cl)s2)CC1	-3.6	2.3	-1.6	0.1	-0.4	3.4	7.4	-0.3	9.3	-2.4
COc1ccccc1CNCC(=O)Nc1ccc(N2CCOCC2)cc1	-0.1	1.4	-1.8	-2.2	22.0	2.5	3.3	6.6	1.7	1.1
COC(=O)c1ccc(NC(=O)CCN2CCN(c3ccccc3)CC2)cc1	-4.1	-2.6	-4.4	2.1	2.9	2.0	1.6	-1.5	1.7	1.0
CCNC(=S)N1CCN(C(=O)c2ccco2)CC1	-0.3	6.4	1.7	-3.2	3.5	-2.0	4.8	-0.6	-0.3	-0.1
CC(OC(=O)Cn1ccccc1=O)C(=O)Nc1cc(Cl)cc(Cl)c1 (stereo unspecified)	2.9	-3.1	-2.1	0.1	6.0	-2.3	-2.3	5.6	0.3	0.1
O=S(=O)(NC(CO)Cc1ccccc1)c1cc(Cl)ccc1F (stereo unspecified)	0.9	5.9	-1.0	0.0	1.3	-1.3	3.1	1.7	0.2	-0.8
Cc1cccc(NC(=O)C23CCC(C)(/C(=N/O)C2)C3(C)C)c1 (stereo unspecified)	-0.8	2.1	-0.2	-3.0	0.2	-2.6	-8.3	-0.5	0.7	1.8
Cc1noc(C)c1S(=O)(=O)Nc1ccccc1N1CCOCC1	-3.0	-8.8	-1.1	0.0	-2.1	1.5	4.8	-0.8	5.5	4.9
Fc1ccc(NC(=S)Nc2cc(-c3ccccc3)[nH]n2)cc1Cl	19.0	-3.0	-3.4	0.5	-55.1	-2.4	-34.1	10.7	-2.4	-1.6
Cc1oc(-c2ccccc2)cc1C(=O)Nc1cccc(/C=C\C(=O)O)c1	40.5*	1.4	-1.9	-0.4	-33.2	5.5	-34.5	-2.2	0.4	1.0
Cc1nc(NCCc2ccc(S(N)(=O)=O)cc2)c2c(C)c(C)sc2n1	4.2	10.1	1.2	-0.4	0.5	-0.3	-5.2	0.1	-0.9	-2.1
CCOC(=O)c1csc(NC(=O)C2CCCN(S(=O)(=O)c3ccc(C)cc3)C2)n1 (stereo unspecified)	1.4	.	-0.4	.	-13.8	-0.2	.	-6.6	2.3	0.6
Cc1ccc(C(=O)NCCNc2ncc(C(F)(F)F)cc2Cl)cc1[N+](=O)[O-]	-5.2	8.2	2.1	-0.7	-2.9	5.7	-18.8	4.4	1.6	-1.2
Cc1cc([N+](=O)[O-])ccc1NC(=O)c1ccc(NC(=O)C(C)C)cc1	-3.1	4.1	2.3	-2.4	-2.3	-3.0	5.7	-6.4	4.2	2.4
Cc1nc(-c2ccccc2)sc1C(=O)/C=C/c1ccc(Cl)cc1	6.1	-0.5	-4.9	-1.8	-5.6	-0.7	-12.0	1.8	3.8	3.6
O=C(c1cn(Cc2ccccc2)nc1-c1cccnc1)N1CCN(Cc2ccccc2)CC1	-2.9	-1.5	0.1	-0.5	7.7	-3.0	-0.3	7.5	0.7	2.2
COc1cc(OC)c(-n2cc(-c3ccc(OC)c(OC)c3)[nH]c2=S)cc1Cl	11.5	0.2	2.5	-1.3	1.1	3.9	4.0	0.8	6.0	-1.5
O=C(OCC(=O)N1CCCC1)c1ccccc1OCc1ccccc1	-4.8	-2.7	3.2	0.9	-25.5	-0.7	2.6	0.5	-6.9	-0.8
COc1ccc(C(=O)OCC(=O)NCc2ccc3c(c2)OCO3)cc1S(=O)(=O)N1CCOCC1	1.8	11.5	2.8	-1.5	-4.8	-1.9	4.1	-2.5	-0.8	-0.4
CC(C)CCn1c(=O)c2ccccc2n2c(CN3CCCC3)nnc12	-5.3	5.3	-0.4	-1.1	-1.3	0.4	0.2	-0.5	-0.9	2.3
Cc1ccc(CS(=O)(=O)CCC(=O)NCc2ccc3c(c2)OCO3)cc1	-3.9	-14.8	-0.8	0.7	-0.9	-1.3	-1.8	4.2	5.3	2.7
Cc1cccc(NC(=O)C2CCCN2S(=O)(=O)c2ccc(Cl)cc2)n1 (stereo unspecified)	-6.8	-1.0	-4.3	-0.1	6.2	1.7	1.5	-3.7	5.2	0.8
Cc1cc(C)n2nc(C)c(Br)c2n1	1.4	2.9	1.9	-1.7	-4.5	-0.6	6.7	7.3	-1.7	0.9
Cc1cc(C)n(-c2nnc(C)n2/N=C/c2ccccc2F)n1	-1.1	-2.7	1.9	1.3	-1.7	-0.2	1.8	1.8	0.3	3.5
CS(=O)(=O)c1ccc2nnn(OCC(=O)Nc3cccc(C#N)c3)c2c1	2.1	0.7	-6.1	0.4	-2.6	3.3	5.4	1.9	1.8	1.1
CCCCn1c(SCC(=O)Nc2ccc(OC)cc2)nc2ccc(N3CCOCC3)cc2c1=O	6.9	1.2	1.7	-0.1	10.8	2.3	1.1	-3.6	-2.3	-0.6
CCC(NC(=O)C1(C)CC1(Br)Br)c1ccc(C)cc1 (stereo unspecified)	-4.1	3.9	-2.8	-2.9	-7.0	1.1	-1.2	3.5	3.0	1.6

# Exported with each value named: part of the list above
> COC(=O)c1ccc(NC(=O)CCN2CCN(c3ccccc3)CC2)cc1
- rCAG RNA binder: -4.1
- TCR CD3 inh: -2.6
- LEDGF integ inh: -4.4
- PG9 Ab binder: 2.1
- ABHD4 inh: 2.9
- PRMT1 inh: 2.0
- HTRA1 inhibitor: 1.6
- Rev-erbA mod: -1.5
- MBD2 DNA inh: 1.7
- UHRF1 MBD2 ctr: 1.0
> Cc1oc(-c2ccccc2)cc1C(=O)Nc1cccc(/C=C\C(=O)O)c1
- rCAG RNA binder: 40.5*
- TCR CD3 inh: 1.4
- LEDGF integ inh: -1.9
- PG9 Ab binder: -0.4
- ABHD4 inh: -33.2
- PRMT1 inh: 5.5
- HTRA1 inhibitor: -34.5
- Rev-erbA mod: -2.2
- MBD2 DNA inh: 0.4
- UHRF1 MBD2 ctr: 1.0

# Remaining list, next part.
Molecule	rCAG RNA binder	TCR CD3 inh	LEDGF integ inh	PG9 Ab binder	ABHD4 inh	PRMT1 inh	HTRA1 inhibitor	Rev-erbA mod	MBD2 DNA inh	UHRF1 MBD2 ctr
COc1cc(OC)cc(OC(=O)C2CCN(S(=O)(=O)c3ccc(OC)c(OC)c3)CC2)c1	-1.2	-2.5	4.3	1.3	-3.7	-1.6	-0.9	-5.6	-4.6	0.8
COC(=O)c1cc(-c2cc(OC)ccc2OC)nc2c1c(=O)n(C)c(=O)n2Cc1ccccc1	2.7	-3.0	-0.9	0.0	0.5	3.2	0.9	5.5	-3.8	-0.6
Cc1ccc(OCc2nc(C#N)c(NCc3ccco3)o2)cc1	7.5	-0.1	1.2	-0.1	0.5	-1.3	-12.2	2.1	3.0	-0.8
COCCCNC(=O)C[C@H]1C[C@@]2(C(=O)OC)C(=C[C@H](C(C)C)O[C@@H]2C2CC2)N(Cc2ccco2)C1=O	-2.9	.	-1.0	.	2.1	3.9	.	-3.6	-5.2	0.5
Cc1cccc(Cn2c(N3CCN(CCO)CC3)nc3c2c(=O)[nH]c(=O)n3C)c1	-2.8	-12.8	3.9	0.0	-3.6	-2.0	6.1	8.0	4.3	7.1
O=C(c1cccc(Cl)c1)N1CCC(=O)N(C(CO)Cc2ccccc2)CC1 (stereo unspecified)	3.0	-5.5	-1.4	0.9	7.8	1.8	0.9	-1.9	2.9	2.1
CC(/C=N/NC(=O)c1n[nH]c2c1CCC2)=C\c1ccccc1	-0.4	-2.9	-2.0	-1.1	2.4	-4.4	-0.2	-3.3	2.0	-5.5

# Screening data: PubChem BioAssay, several laboratories
